BAZ2B inh = qHTS Assay for Inhibitors of BAZ2B | Bromodomain adjacent to zinc finger domain protein 2B (Homo sapiens), Q9UIF8 | AlphaScreen BAZ2B-H3K14Ac peptide displacement | Potency, µM (doses to about 114 µM), without a hit: at the top dose activity change, negative = inhibition, actives largely listed as inhibitors | 360,000 compounds, 4.4% hits | AID 504333, 2011; further: potency means the concentration at half of the fitted maximal effect; on the % scale 0 is the no-effect control and ±100 the full control effect; nearly all actives have a fitted effect of over 60% in size
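BAZ2B 50 nM plus b-H3(5-23)K14Ac 50 nM, PBS pH 7.4/0.01% Tween-20, 30 min RT; compound added (max 110 uM), 30 min RT; streptavidin donor/Ni-chelate acceptor beads 10 ug/mL final, 20 min dark; AlphaScreen read.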
JMJD2A Tudor inh = qHTS Assay for Inhibitors of JMJD2A-Tudor Domain; Lysine-specific demethylase 4A (Homo sapiens), O75164; AlphaScreen JMJD2A-Tudor / H3K4me3 peptide binding; Potency, µM (highest dose often 114 µM), for the others: top-dose activity change, negative = inhibition, usual class: inhibitors; 390,000 compounds, 4.4% hits; AID 504339, 2011; further: potency means the concentration at half of the fitted maximal effect; on the % scale 0 is the no-effect control and ±100 the full control effect; nearly all actives have a fitted effect of over 50% in size
Tb PGK inh = qHTS Assay to Find Inhibitors of Phosphoglycerate Kinase. 380,000 compounds, 0.043% hits. Potency, µM (top dose mostly 57.5 µM), without a hit: at the top dose activity change, negative = inhibition, actives largely listed as inhibitors. PGK/GAPDH coupled, Kinase-Glo luminescence, 60 min. Phosphoglycerate kinase, glycosomal (Trypanosoma brucei brucei), P07378. AID 602233, 2012; further: potency means the concentration at half of the fitted maximal effect; on the % scale 0 is the no-effect control and ±100 the full control effect; nearly all actives have a fitted effect of over 60% in size
Target sequence (P07378 whole entry, looked up): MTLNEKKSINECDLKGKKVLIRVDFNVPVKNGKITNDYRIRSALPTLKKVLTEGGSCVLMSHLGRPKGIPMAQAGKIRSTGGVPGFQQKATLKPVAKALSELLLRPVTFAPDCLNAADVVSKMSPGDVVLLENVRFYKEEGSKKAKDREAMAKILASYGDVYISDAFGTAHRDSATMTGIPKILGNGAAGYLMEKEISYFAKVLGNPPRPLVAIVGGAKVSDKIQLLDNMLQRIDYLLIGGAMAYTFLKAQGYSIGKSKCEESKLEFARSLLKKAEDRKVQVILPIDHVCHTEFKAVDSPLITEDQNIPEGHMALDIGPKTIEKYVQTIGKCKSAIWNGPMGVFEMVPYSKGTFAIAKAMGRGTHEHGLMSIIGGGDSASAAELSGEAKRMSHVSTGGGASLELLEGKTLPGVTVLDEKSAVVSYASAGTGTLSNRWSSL
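Luminescent ATP detection (Kinase-Glo Plus) follows a 60-minute room-temperature incubation, with wells lacking PGK as controls. Buffer: 100 mM TEA (pH 7.6), 5 mM MgCl2, 0.01% Tween-20. Coupling enzyme GAPDH (100 nM final) supplies unstable 1,3-BPG in-well.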
ERG Ets-DNA blk = qHTS for Small Molecule Inhibitors of the ERG Ets/DNA interaction; Transcriptional regulator ERG (Homo sapiens), P11308; fluorescence polarization, His-ERG Ets domain / labelled DNA; Potency, µM (titrated, usually from 76.9 µM), for inactives: top-dose FP activity, negative = inhibition, actives largely listed as inhibitors; 370,000 compounds, 0.028% hits; AID 624246, 2012; active means well fitted inhibition curve with a large enough effect in the polarisation, with a control signal flat; inconclusive means small, poorly fitted or top-dose-only effect, or effect the other way, or a change in a side signal; inactive means no such curve, though single readings can be large or run the other way; the % refers to the polarisation;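 further: polarization taken with two DNA probes labelled with fluorescein and Texas red; potency means the concentration at half of the fitted maximal effect; % of control where 0% means no effect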
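His-tagged ERG Ets domain (1 uM in the protein solution; 300mM KCl, 50mM Tris-HCl, 1mM EDTA, 1mM DTT, pH 7.5) received compound, then a probe mix of 5 nM fluorescein-DNA and 100nM Texas-615-DNA. Fluorescence polarization was read for both dyes.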
HP1b chromo inh = HTS for Inhibitors of HP1-beta Chromodomain Interactions with Methylated Histone Tails; AID 540317, 2011; Chromobox protein homolog 1 (Homo sapiens), P83916; Potency, µM (top dose mostly 114 µM), for inactives: at the top dose activity change, negative = inhibition, most hits filed as inhibitors; 390,000 compounds, 0.56% hits; AlphaScreen HP1-beta / biotin-H3K9me3 peptide binding; further: potency means the concentration at half of the fitted maximal effect; nearly all actives have a fitted effect of over 70% in size; inactives centre near 23
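Compound inhibition of the preformed complex between 50 nM HP1-beta and 50 nM biotinylated H3K9me3 peptide was read by AlphaScreen. Buffer was PBS pH 7.4 with 0.01% Tween-20. Incubations ran 30 min at room temperature, with 10 ug/mL donor/acceptor beads.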
GLS inh = qHTS for Inhibitors of Glutaminase (GLS); Potency, µM (top dose mostly 45.5 µM), for the others: at the highest dose activity change, negative = inhibition, actives largely listed as inhibitors; GLS enzymatic activity, qHTS titration; 410,000 compounds, 0.21% hits; AID 624170, 2012; Glutaminase kidney isoform, mitochondrial (Homo sapiens), O94925; further: potency means the concentration at half of the fitted maximal effect; on the % scale 0 is the no-effect control and ±100 the full control effect
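hKGA in 45 mM KH2PO4 pH 8.2, 0.02% Tween-20 with pin-transferred compounds; 1 mM L-glutamine (stock) plus glutamate oxidase/HRP/Amplex Red coupling added. Fluorescence read initially and after 30 min at RT.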
PI4K2A block = qHTS for small molecular inhibitors of PI4K2A. 420,000 compounds, 0.13% hits. purified PI4K2A, ADP-Glo luminescence, 1 h; stronger effect = lower value. activity change, negative = inhibition, % at 76.9 µM. Phosphatidylinositol 4-kinase type 2-alpha (Homo sapiens), Q9BTU6; in the data active means activity change below about -50%; inconclusive means mostly about -30% to -49%;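 further: -100% = wells without enzyme as full effect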
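In this quantitative HTS, ADP production by PI4K2A was quantified luminescently after 1 h at ambient temperature; 100 microM adenosine served as plate-quality control.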
G9a inh = qHTS Assay for Inhibitors of Histone Lysine Methyltransferase G9a; Histone-lysine N-methyltransferase EHMT2 (Homo sapiens), Q96KQ7; G9a H3K9 monomethylation, AlphaScreen, 2 h; Potency, µM (series often up to 102 µM), for the others: at the highest dose activity, negative = inhibition, most hits filed as inhibitors; 350,000 compounds, 8.8% hits; AID 504332, 2011; further: potency means the concentration at half of the fitted maximal effect; on the % scale 0 is the no-effect control and ±100 the full control effect; nearly all actives have a fitted effect of over 75% in size
Target sequence (Q96KQ7 913-1193 limits assumed): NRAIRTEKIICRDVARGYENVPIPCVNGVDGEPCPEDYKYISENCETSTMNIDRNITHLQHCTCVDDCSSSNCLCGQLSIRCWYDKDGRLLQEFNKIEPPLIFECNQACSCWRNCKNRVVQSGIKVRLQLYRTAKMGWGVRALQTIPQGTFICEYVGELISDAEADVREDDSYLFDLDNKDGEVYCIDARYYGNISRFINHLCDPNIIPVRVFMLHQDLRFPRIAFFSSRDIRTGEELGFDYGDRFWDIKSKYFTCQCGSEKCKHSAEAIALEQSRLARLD
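Chemiluminescent proximity detection of H3K9 monomethylation, read after 10 min bead incubation in the dark. Reaction: 20 nM G9a, 500 nM biotin-H3K9 peptide, 20 uM SAM cofactor, 2 h, room temperature, following 15 min enzyme-compound preincubation.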
Pin1 inhibitor = qHTS Assay to Find Inhibitors of Pin1; Peptidyl-prolyl cis-trans isomerase NIMA-interacting 1 (Homo sapiens), Q13526; Pin1 FP peptide displacement, HiFluor488, 10 min; Potency, µM (doses to about 115 µM), inactives show top-dose activity, negative = inhibition, usual class: inhibitors; 390,000 compounds, 0.009% hits; AID 504891, 2011; active means well fitted inhibition curve with a large enough effect in the polarisation, with a control signal flat, not every such curve was filed as active; inconclusive means small, poorly fitted or top-dose-only effect, or effect the other way, or a change in a side signal; inactive means no such curve, though single readings can be large or run the other way; the % refers to the polarisation; further: potency means the concentration at half of the fitted maximal effect; on the % scale 0 is the no-effect control and ±100 the full control effect
Target sequence (Q13526 whole entry, looked up): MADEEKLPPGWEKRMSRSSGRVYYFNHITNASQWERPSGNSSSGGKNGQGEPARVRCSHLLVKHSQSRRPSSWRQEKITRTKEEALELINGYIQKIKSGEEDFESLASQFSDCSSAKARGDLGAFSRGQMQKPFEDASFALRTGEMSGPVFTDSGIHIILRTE
* marks the source's active call; other numbers are inactive results; i = inactive; ? = inconclusive; nt = not tested or not shown; [ ] = another dose, or the depositor's remark. Unless noted, the call rests on the fitted dose curve; in most records, active means well fitted curve in the direction sought with a large enough effect; inconclusive means small, poorly fitted or top-dose-only effect, or another doubt; inactive means no such curve, though single readings can be large; an effect the other way counts as inactive or inconclusive.

SMILES	BAZ2B inh	JMJD2A Tudor inh	Tb PGK inh	ERG Ets-DNA blk	HP1b chromo inh	GLS inh	PI4K2A block	G9a inh	Pin1 inhibitor
CC(C)C[C@H](NC(=O)[C@H]1N2C(=O)c3ccccc3C2SC1(C)C)C(=O)N[C@@H](Cc1ccccc1)C(=O)O (stereo partly specified)	-19%	-12%	-6%	14%	58%[activator]	?	3	-3%	-1%
Cc1cc(SCC(=O)N2CCCC2=O)nc2ccccc12	nt	-1%	i	17%	57%[activator]	0%	-8	nt	-1%
CCOc1ccc(Nc2ncnc3c2nc2n3CCCC2)cc1	-20%	-9%	-5%	3%	46%[activator]	1%	-14	-1%[59 µM]	?
COc1ccc(/C(N)=N/OC(=O)N2CCOCC2)cc1	1%	-6%	-9%	-8%	23%	0%	-2	15%[0.501 µM]	-5%
Cc1ccccc1C(=O)Nc1cccc(C(=O)N/N=C/c2ccc3c(c2)OCO3)c1	-9%	-8%	7%	7%	8%	-1%	-2	9%	11%
COc1cc(C(=O)NC(C(=O)Nc2cccc(C(C)=O)c2)C(C)C)cc(OC)c1OC (stereo unspecified)	nt	-14%[11.4 µM]	-2%	-11%	-6%	1%	-6	-2%	-10%
COc1ccc(N2C(=O)C3C4c5ccccc5C(C=Nc5ccc(C)cc5C)(c5ccccc54)C3C2=O)cc1 (stereo unspecified)	nt	-26%	3%	-2%	7%	8%	3	nt	11%
CCC(C)[C@H](NC(=O)NCc1ccccc1)C(=O)O (stereo partly specified)	2%	-12%	-8%	1%	40%[activator]	0%	-5	-22%	-2%
c1ccc(-c2csc(Nc3cccnc3)n2)cc1	-27%	-1%	-9%	8%	15%	?	-1	-27%	-14%
O=C(CSc1nnc(-c2ccc(Cl)cc2)o1)N1CCc2ccccc21	-4%	-5%	-8%	3%	2%	-3%	-1	1%[59 µM]	-3%
CCNC(=S)N1CCC(NC(=O)c2ccco2)CC1	-13%	-4%	6%	-3%	35%	1%	21	8%	3%
CC(=O)Nc1cccc(C(=O)N(Cc2ccccc2)Cc2ccccc2)c1	-2%	-15%	i	0%	22%	-7%	3	nt	-6%
CC[N+](CC)(CCCCS(=O)(=O)[O-])CCNP1(=O)C=C(c2ccccc2)OC(c2ccccc2)=C1	-1%	10%	-2%	-15%	36%	0%	6	-6%	4%
Cc1cc2c(c(=O)n1Cc1ccco1)C(c1cccnc1)C(C#N)=C(N)O2 (stereo unspecified)	0%	-9%	-1%	0%	18%	7%	-18	9%[59 µM]	-15%
O=C(c1ccc(F)cc1)N1CCN=C1c1ccccc1	-11%	-15%	-12%	nt	10%	5%	0	-31%[59 µM]	1%
COc1ccc(C2=NOC(C(=O)N3CCCCCC3)C2)cc1OC (stereo unspecified)	-4%	-12%	6%	2%	22%	13%	3	-3%	-2%
CC(C)NC(=O)c1ccc(CSc2nc3ccncc3n2Cc2cccc(F)c2)cc1	0%	1%	-2%	-1%	40%	-8%	0	-29%[59 µM]	6%
CCCn1c(C(C)Nc2nc(-c3ccc(Cl)c([N+](=O)[O-])c3)cs2)nc2ccccc21 (stereo unspecified)	?	?	i	1%	7%	0%	-4	?	-12%
CN(C)c1ccc(NC(=O)CN2C(=O)c3ccccc3Sc3ccc(C(=O)N4CCCC4)cc32)cc1	?	?	-4%	-4%	-16%	25%	0	4.5µM*	4%
O=[N+]([O-])c1ccc(N2CCN(S(=O)(=O)c3cnc[nH]3)CC2)cc1	-14%	-29%	-5%	-8%	22%	-9%	0	13%[59 µM]	0%

G9a inh: hit marks shown above.
SMILES	BAZ2B inh	JMJD2A Tudor inh	Tb PGK inh	ERG Ets-DNA blk	HP1b chromo inh	GLS inh	PI4K2A block	G9a inh	Pin1 inhibitor
CN(C)c1ccc(NC(=O)CN2C(=O)c3ccccc3Sc3ccc(C(=O)N4CCCC4)cc32)cc1	?	?	-4%	-4%	-16%	25%	0	4.5µM*	4%

Following part
SMILES	BAZ2B inh	JMJD2A Tudor inh	Tb PGK inh	ERG Ets-DNA blk	HP1b chromo inh	GLS inh	PI4K2A block	G9a inh	Pin1 inhibitor
COC(=O)C(F)(F)Sc1c(C)[nH]c2ccccc12	2%	-12%	-6%	nt	41%[activator]	-5%	-2	?	-2%
C=CCNc1sc(C(=O)c2ccccc2)c(N)c1-c1nc2ccccc2s1	?	?	-1%	2%	25µM*	3%	-28	22µM*	5%
COc1cscc1C(=O)O	-15%	-24%	5%	4%	-1%	12%	3	-2%	6%
COc1ccc(N2C(=O)NC(NC(=O)c3cccnc3)(C(F)(F)F)C2=O)cc1 (stereo unspecified)	-21%	-14%	-7%	8%	23%	3%	3	-20%	-4%
COCc1c(C(=O)N2CCN(CCOc3ccccc3)CC2)oc2ccccc12	-3%	-18%	-2%	5%	40%[activator]	-2%	-2	?	-14%
Oc1ccc(N=Nc2c(O)ccc3ccccc23)cc1	6.3µM*	10µM*	nt	nt	?	10%	-11	8.9µM*	10%
O=C(COc1ccc2ccc(=O)oc2c1)Nc1ccc(CN2CCOCC2)cc1	-9%	-18%	i	3%	27%	3%	-2	-2%	1%
O=C(CSc1nc(=O)n2ccccc2n1)NCc1ccccc1Cl	11%	-12%	-4%	-2%	10%	-7%	3	-47%	-2%
Cc1cccc(C)c1NC(=O)CN(C)C(=O)C1CC(=O)N(c2cccc3ccccc23)C1 (stereo unspecified)	12%	1%	i	7%	46%[activator]	2%	1	-3%[12.7 µM]	1%
COc1ccc(OC)c(S(=O)(=O)NCCCN2CCOCC2)c1	nt	-20%	i	-15%	54%[activator]	3%	-8	nt	3%
O=C1OC(C(=O)Nc2ccc(Cl)c(C(F)(F)F)c2)Cc2ccccc21 (stereo unspecified)	0%	-11%	i	0%	6%	6%	-4	10%[59 µM]	2%
COc1ccc(-c2nc(NC(=O)CSc3nnc4ccccn34)ns2)cc1	-36%	-18%	-4%	2%	6%	2%	-3	21%[2.33 µM]	112%[activator]
Nn1c(-c2cccs2)nc2sc3c(c2c1=O)CCCC3	90%[activator]	24%	i	5%	106%	17%	2	165%[activator]	20%
Cc1cccn2c3c(c(=O)nc12)C(c1ccc(F)cc1)CC(=O)N3 (stereo unspecified)	-6%	-13%	i	3%	47%[activator]	-12%	1	3%[59 µM]	6%
Cn1c2ccccc2c2cnn(CC(=O)Nc3ccc(Cl)cc3)c(=O)c21	-2%	-14%	i	1%	26%	1%	-5	5%	42%[activator]
COc1ccc(CCN2C(=S)N(c3ccc(Cl)cc3)C(=O)C2CC(N)=O)cc1OC (stereo unspecified)	-1%	-6%	-6%	3%	?	-7%	5	-11%	0%
Nn1c(Cc2ccc(Br)cc2)n[nH]c1=S	?	7.1µM*	0%	-3%	?	-13%	2	2.2µM*	3%
O=C(O)C1=C[C@H](c2ccc3c(c2)OCO3)C[C@H](OCc2ccc(CO)cc2)O1	nt	-12%	-3%	9%	14%	4%	-8	nt	-9%
Cc1cc[n+](C(C)C(=O)c2ccc(Cl)cc2)cc1 (stereo unspecified)	8%	-3%	-7%	-8%	34%	-10%	-1	-19%	-2%
CCOC(=O)C1CN(S(=O)(=O)c2cccc(C(F)(F)F)c2)c2cc(CC(=O)OC)ccc2O1 (stereo unspecified)	5%	2%	1%	-12%	48%[activator]	0%	0	-7%[12.7 µM]	1%
CNc1nc(N/N=C/c2ccc([N+](=O)[O-])cc2)nc(Nc2ccccc2)n1	?	?	1%	-3%	?	8%	2	11%[59 µM]	0%

Only GLS inh and Pin1 inhibitor, for some of the entries so far:
Compound,GLS inh,Pin1 inhibitor
COc1ccc(N2C(=O)NC(NC(=O)c3cccnc3)(C(F)(F)F)C2=O)cc1 (stereo unspecified),3%,-4%
COCc1c(C(=O)N2CCN(CCOc3ccccc3)CC2)oc2ccccc12,-2%,-14%
Oc1ccc(N=Nc2c(O)ccc3ccccc23)cc1,10%,10%
O=C(COc1ccc2ccc(=O)oc2c1)Nc1ccc(CN2CCOCC2)cc1,3%,1%
O=C(CSc1nc(=O)n2ccccc2n1)NCc1ccccc1Cl,-7%,-2%

High-throughput results as filed in PubChem BioAssay.
